# Screens (PubChem)
# SARS 3CLpro inh: SARS-CoV 3CLpro protease inhibition; P0C6X7; AID 1706; 0.14% of 290,000 active; inhibition, % at 6 µM; recombinant SARS-CoV 3CLpro, quenched FRET peptide cleavage; in the data active = inhibition above about 12%
# TcdB GH inh: blocks C. difficile toxin B glycohydrolase activity | AID 652162 | P18177 | 0.24% of 350,000 active | TcdB glycohydrolase enzymatic assay, plate reader | inhibition, % at 9.99 µM; in the data active = inhibition above about 10%
# PfHsp40 yeast: rescue of PfHsp40-mediated yeast toxicity | S. cerevisiae expressing PfHsp40, growth rescue, ATP luminescence | 0.68% of 340,000 active | growth rescue, % at 12.5 µM; in the data active = growth rescue above about 28%, passing the limit was not always enough;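 also: yeast W303a lacking pdr1 and pdr3 grown in galactose medium; growth measured after three days at 30 °C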
# CCHF vOTU inh: blocks the CCHF virus ovarian tumor domain protease; 0.55% of 370,000 active; inhibition, % at 11.5 µM; AID 651958; CCHFV vOTU protease, Pep-AMC fluorescence; in the data active = inhibition above about 30%; also: 0% = vehicle wells with enzyme and 100% = no enzyme wells
# Yp Topo-I inh: Y. pestis Topo-I inhibition via cleavage products. Y. pestis Topo-I cleavage product accumulation, plate reader. activity, % at 10 µM. 0.064% of 360,000 active. AID 504884; in the data active = activity above about 50%, passing the limit was not always enough; also: inactives centre near 2
# BH1578 lux ind: inducers of Vibrio cholerae quorum light production without autoinducers | activation, % at 18.7 µM | V. cholerae BH1578 lux reporter, luminescence, 6 h | AID 588436 | 0.16% of 350,000 active; in the data active = activation mostly above about 9.7%, no sharp cut-off; also: not every result past the cut was called active; inactives centre near 0; reference of the scale not given here
# DUSP3 inh: blocks human VHR1 dual specificity phosphatase. P51452. 0.52% of 290,000 active. inhibition, % at 13.3 µM. AID 1654. recombinant VHR phosphatase, pNPP absorbance; in the data active = inhibition above about 50%; also: some compounds called inactive have numbers as strong as hits
# Anthrax LF inh2: anthrax lethal factor protease inhibition | inhibition, % at 10 µM | multiplex microsphere protease cleavage assay, LF | 0.12% of 360,000 active; also: plate controls were buffer without enzyme for full effect and enzyme alone for no effect
# Target sequence (P15917 whole entry, looked up): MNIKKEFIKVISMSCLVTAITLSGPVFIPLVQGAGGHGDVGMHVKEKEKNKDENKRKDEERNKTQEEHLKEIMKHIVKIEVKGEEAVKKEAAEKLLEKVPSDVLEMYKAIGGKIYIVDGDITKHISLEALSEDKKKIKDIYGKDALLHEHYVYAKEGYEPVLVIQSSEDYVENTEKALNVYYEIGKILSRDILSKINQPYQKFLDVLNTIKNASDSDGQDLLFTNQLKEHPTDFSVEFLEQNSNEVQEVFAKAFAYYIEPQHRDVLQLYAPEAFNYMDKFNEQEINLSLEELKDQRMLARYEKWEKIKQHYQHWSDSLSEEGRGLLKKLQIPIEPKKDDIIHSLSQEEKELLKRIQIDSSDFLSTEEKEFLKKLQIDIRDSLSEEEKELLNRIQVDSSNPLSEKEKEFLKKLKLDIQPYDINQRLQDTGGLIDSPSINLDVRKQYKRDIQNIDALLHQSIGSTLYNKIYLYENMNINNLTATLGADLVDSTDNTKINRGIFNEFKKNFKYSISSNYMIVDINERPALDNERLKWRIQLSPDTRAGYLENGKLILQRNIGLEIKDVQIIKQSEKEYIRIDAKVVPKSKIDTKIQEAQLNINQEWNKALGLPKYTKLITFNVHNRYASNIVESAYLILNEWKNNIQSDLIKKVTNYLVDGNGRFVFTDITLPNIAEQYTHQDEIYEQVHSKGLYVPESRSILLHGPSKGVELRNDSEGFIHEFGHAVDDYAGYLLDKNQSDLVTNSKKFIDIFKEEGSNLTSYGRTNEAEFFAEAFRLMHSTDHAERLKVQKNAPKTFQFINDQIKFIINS
# BoNT-A LC inh2: inhibitors of Botulinum neurotoxin A light chain protease | 0.17% of 360,000 active | inhibition, % at 10 µM | multiplex microsphere protease substrate cleavage, flow cytometry | AID 588499; also: plate controls were buffer without enzyme for full effect and enzyme alone for no effect
# SSB-PriA inh: inhibitors of Klebsiella pneumoniae PriA binding to SSB C-terminal tail. AlphaScreen SSBct-PriA binding, biotinylated peptide. inhibition, % at 33 µM. 0.6% of 430,000 active. AID 1272365; in the data active = inhibition mostly above about 37%, no sharp cut-off; inactive = mostly below about 20%;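 also: plate controls were negative control peptide for no effect and reference peptide for full effect; strong numbers were not always called active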
# The depositor's hits bear a star; i = inactive; nt = not tested or not shown; & = joins results of further samples. Rule as the data show it, unless noted: active = inhibition above about 30%; inconclusive = no clear call, values can overlap the other calls; inactive = below that. An excerpt (hit frequency here may not be typical).
1	COc1ccc(NC(=O)CN2C(=O)NC(C)(c3ccccc3)C2=O)c(OC)c1 (stereo unspecified)
2	CC(=O)Nc1cccc(NC(=S)Nc2ccc(F)cc2F)c1
3	COC(=O)c1ccc(-n2c(C)cc(/C=N/n3cnnc3)c2C)cc1
4	O=C1CSC2=NCN(c3ccc4c(c3)OCO4)CN12
5	CCOC(=O)c1sc(N)c(C(=O)Nc2ccccc2)c1C
6	CCOC(=O)C1=C(N)OC2=C(C(=O)CCC2)[C@]12C(=O)N(CC(N)=O)c1ccccc12
assay / entry,1,2,3,4,5,6
SARS 3CLpro inh,3.0,-4.9,-1.3,1.3,0.3,0.3
TcdB GH inh,3.2,0.7,nt,nt,0.6,1.1
PfHsp40 yeast,-1.3,0.1,-0.5,0.4,-1.7,0.1
CCHF vOTU inh,9.0,5.1,15.2,1.2,-0.4,-11.9
Yp Topo-I inh,4.4,-7.8,4.1,-7.6,3.6,2.9
BH1578 lux ind,-0.5,-0.1,i,-0.3,0.4,1.3
DUSP3 inh,25.2,-2.4,21.3,7.9,39.0,-6.7
Anthrax LF inh2,-0.9,-3.6,0.2,-7.5,-3.1,-0.3
BoNT-A LC inh2,0.2,-0.6,0.9,-1.0,-0.8,-0.9
SSB-PriA inh,-5.1,15.2,nt,8.2,7.4,-5.6

# Reformatted with two lines to a compound: part of the list above.
# The line under a structure holds: SARS 3CLpro inh	TcdB GH inh	PfHsp40 yeast	CCHF vOTU inh	Yp Topo-I inh	BH1578 lux ind	DUSP3 inh	Anthrax LF inh2	BoNT-A LC inh2	SSB-PriA inh
2: CC(=O)Nc1cccc(NC(=S)Nc2ccc(F)cc2F)c1
    -4.9	0.7	0.1	5.1	-7.8	-0.1	-2.4	-3.6	-0.6	15.2
1: COc1ccc(NC(=O)CN2C(=O)NC(C)(c3ccccc3)C2=O)c(OC)c1 (stereo unspecified)
    3.0	3.2	-1.3	9.0	4.4	-0.5	25.2	-0.9	0.2	-5.1

# Additional structures follow.
7	Cc1cccc(OCC(=O)NC(=S)Nc2ccccc2N2CCOCC2)c1C
8	Nn1c(SCC(=O)NC2CCCCC2)nnc1-c1ccco1
9	O=[N+]([O-])c1ccc(-c2nc3ccc([N+](=O)[O-])cc3[nH]2)cc1
10	CCOC(=O)C1=C(CN2c3ccccc3CC2C)NC(=O)NC1c1ccccc1 (stereo unspecified)
11	CCc1ccc(NC(=O)CC2C(=O)Nc3c2c(=O)n(C)c(=O)n3C)cc1 (stereo unspecified)
12	CCN(CC)S(=O)(=O)c1ccc2c(c1)N(CC(=O)Nc1ccc(NC(C)=O)cc1)C(=O)CO2
assay / entry,7,8,9,10,11,12
SARS 3CLpro inh,0.1,nt,1.9,0.3,-7.9,-0.7
TcdB GH inh,0.6,1.7,nt,nt,nt,0.1
PfHsp40 yeast,1.3,0.0,-2.1,-1.6,-0.9,-0.4
CCHF vOTU inh,-3.4,16.9,3.4,8.4,-20.6,13.3
Yp Topo-I inh,-7.7,0.4,-5.5,-4.5,-2.2,-12.0
BH1578 lux ind,i,-2.6,1.3,i,-0.2,i
DUSP3 inh,-2.1,nt,37.9,16.7,11.3,14.8
Anthrax LF inh2,-2.5,-2.3,-1.7,43.9*,0.8,5.7
BoNT-A LC inh2,-2.1,-0.5,2.0,54.5*,2.9,4.9
SSB-PriA inh,-10.4,-3.0,-2.0,31.3,-5.0,-2.1

13	COc1ccc(NC(=O)NC2CCCCCCC2)c(OC)c1
14	CCOc1ccccc1CNc1ncnc2ccc(-c3c(C)noc3C)cc12
15	COc1cc(S(=O)(=O)N2CCOCC2)ccc1F
16	COC(=O)c1cn(NC(=O)c2ccccc2[N+](=O)[O-])c(=O)c2ccccc12
17	NC(=O)CCCn1c(C(=O)c2ccc(Cl)cc2)c2ccc([N+](=O)[O-])cc2[n+]1[O-]
18	Cc1cc(NC(=O)c2cccc3ccccc23)cc(C)c1OCC(=O)N1CCOCC1
assay / entry,13,14,15,16,17,18
SARS 3CLpro inh,1.5,nt,-3.2,4.6,nt,2.2
TcdB GH inh,nt,-0.1,nt,-0.1,0.7,nt
PfHsp40 yeast,0.5,-0.8,-0.8,-1.1,0.2,0.6
CCHF vOTU inh,nt,0.4,1.9,1.1,0.0,-0.8
Yp Topo-I inh,-0.4,-0.8,2.5,-2.8,20.3,13.9
BH1578 lux ind,-0.2,-0.4,6.7,-0.1,1.2,i
DUSP3 inh,3.6,nt,11.9,8.6,nt,0.0
Anthrax LF inh2,-2.8,-2.2,-2.5,0.9,-1.5,2.2
BoNT-A LC inh2,0.2,0.2,0.0,-0.5,0.5,-0.4
SSB-PriA inh,9.8,-4.7,-13.2,-8.6,2.1,-18.3

# Entries 10–18 of the list above:
10	CCOC(=O)C1=C(CN2c3ccccc3CC2C)NC(=O)NC1c1ccccc1 (stereo unspecified)
11	CCc1ccc(NC(=O)CC2C(=O)Nc3c2c(=O)n(C)c(=O)n3C)cc1 (stereo unspecified)
12	CCN(CC)S(=O)(=O)c1ccc2c(c1)N(CC(=O)Nc1ccc(NC(C)=O)cc1)C(=O)CO2
13	COc1ccc(NC(=O)NC2CCCCCCC2)c(OC)c1
14	CCOc1ccccc1CNc1ncnc2ccc(-c3c(C)noc3C)cc12
15	COc1cc(S(=O)(=O)N2CCOCC2)ccc1F
16	COC(=O)c1cn(NC(=O)c2ccccc2[N+](=O)[O-])c(=O)c2ccccc12
17	NC(=O)CCCn1c(C(=O)c2ccc(Cl)cc2)c2ccc([N+](=O)[O-])cc2[n+]1[O-]
assay / entry,10,11,12,13,14,15,16,17
SARS 3CLpro inh,0.3,-7.9,-0.7,1.5,nt,-3.2,4.6,nt
TcdB GH inh,nt,nt,0.1,nt,-0.1,nt,-0.1,0.7
PfHsp40 yeast,-1.6,-0.9,-0.4,0.5,-0.8,-0.8,-1.1,0.2
CCHF vOTU inh,8.4,-20.6,13.3,nt,0.4,1.9,1.1,0.0
Yp Topo-I inh,-4.5,-2.2,-12.0,-0.4,-0.8,2.5,-2.8,20.3
BH1578 lux ind,i,-0.2,i,-0.2,-0.4,6.7,-0.1,1.2
DUSP3 inh,16.7,11.3,14.8,3.6,nt,11.9,8.6,nt
Anthrax LF inh2,43.9*,0.8,5.7,-2.8,-2.2,-2.5,0.9,-1.5
BoNT-A LC inh2,54.5*,2.9,4.9,0.2,0.2,0.0,-0.5,0.5
SSB-PriA inh,31.3,-5.0,-2.1,9.8,-4.7,-13.2,-8.6,2.1

18	Cc1cc(NC(=O)c2cccc3ccccc23)cc(C)c1OCC(=O)N1CCOCC1
assay / entry,18
SARS 3CLpro inh,2.2
TcdB GH inh,nt
PfHsp40 yeast,0.6
CCHF vOTU inh,-0.8
Yp Topo-I inh,13.9
BH1578 lux ind,i
DUSP3 inh,0.0
Anthrax LF inh2,2.2
BoNT-A LC inh2,-0.4
SSB-PriA inh,-18.3

# Following part
19	COCCOC(=O)c1c(C)n(C)c2ccc(OC(=O)c3ccccc3F)cc12
20	COC(=O)c1cc(S(=O)(=O)N2CCCCC2C)c[nH]1 (stereo unspecified)
21	Cc1nnc2sc(COc3ccccc3)nn2c1=O
22	CCN(CCO)Cc1cc(=O)oc2c(C)c(C)ccc12
23	CC(C)Cn1nc(C(=O)NCc2ccccc2CN2CCCC2)c2ccccc2c1=O
24	C[C@H](CO)N1C[C@H](C)[C@@H](CN(C)Cc2cccnc2)Oc2ncc(-c3cccc(C#N)c3)cc2C1=O
assay / entry,19,20,21,22,23,24
SARS 3CLpro inh,-0.1,-5.5,0.3,-2.1,nt,nt
TcdB GH inh,0.3,1.4,-1.7,1.1,2.8,-0.1&-1.4&0.5
PfHsp40 yeast,0.9,-0.8,1.1,0.4,-0.4,nt
CCHF vOTU inh,-18.1,19.3,-6.6,-15.4,5.1,-5.7
Yp Topo-I inh,37.2,-1.4,-5.5,-0.3,9.6,4.9
BH1578 lux ind,0.6,-5.6,i,i,-0.6,-0.5
DUSP3 inh,34.4,25.2,-9.1,7.8,nt,nt
Anthrax LF inh2,-22.3,0.3,-2.4,-1.1,2.0,-0.2
BoNT-A LC inh2,-1.3,0.8,-0.6,-0.1,5.0,-0.2
SSB-PriA inh,-5.9,-20.6,-10.7,-18.4,3.4,nt

25	CN(C)S(=O)(=O)c1cccc(NC(=O)C(c2ccccc2)c2ccccc2)c1
26	Cc1ccccc1NC(=O)C1CCCN1/C=C/C(=O)C(F)(F)F (stereo unspecified)
27	COc1cccc(N2CCN(C(=O)c3cccc(S(=O)(=O)N4CCCC4)c3)CC2)c1
28	NC(=O)c1ccccc1NC(=O)CC1(CC(=O)O)CCCC1
assay / entry,25,26,27,28
SARS 3CLpro inh,-8.3,0.5,nt,-4.4
TcdB GH inh,0.8,0.9,-0.8,1.4
PfHsp40 yeast,0.0,-1.3,nt,14.7
CCHF vOTU inh,7.5,3.3,-6.3,3.1
Yp Topo-I inh,15.1,3.2,3.4,5.2
BH1578 lux ind,-0.5,i,-0.3,-0.5
DUSP3 inh,11.8,9.1,nt,0.0
Anthrax LF inh2,-3.5,1.7,3.6,-0.9
BoNT-A LC inh2,1.0,0.0,0.0,-1.2
SSB-PriA inh,0.5,-5.9,nt,0.0
